Compound activity deposited in PubChem by Broad Institute.
E-sel inducer: E-selectin induction on HUVECs; activation, % at 7.58 µM; hit rate 0.37% among 260,000; P16581; HUVEC E-selectin immunofluorescence imaging; normalized: neutral wells 0, TNF-alpha wells 100;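 active = mean E-selectin-positive cell signal at least 10% of the positive control, reached in at least 60% of replicates, without over 20% cell loss; inconclusive = no rule given, readout overlaps actives, possibly toxicity-flagged; inactive = the rest, including those meeting only one limit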;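 note: in these data hits start at about 27%; measured in HUVEC primary endothelial cells; signal is the percent of cells scored E-selectin positive by PE staining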
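Assay system: HUVEC, human umbilical vein endothelial cells / Amount: 3,000 HUVEC/well / Controls: TNF-alpha positive control, DMSO neutral control / Compound dosing: single concentration / Medium: EGM-2 over gelatin coat / Evaluation: percent E-selectin-positive cells / Signal: immunofluorescence imaging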
esBAF inh: SWI/SNF esBAF complex inhibition | reporter increase, % at 12.5 µM | hit rate 2% among 350,000 | mouse ES cells, Bmi1-luciferase knock-in reporter, 24 h; 100% = twice the neutral-well signal; in the data active = activation above about 40%; inconclusive = no clear call, values can overlap the other calls;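 note: 0% = median of the plate's neutral control wells and 100% = double that signal; a rise in the Bmi1 reporter signal indicates esBAF inhibition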
FN deposit inh: fibronectin deposition inhibition; hit rate 0.086% among 350,000; inhibition, % at 12.6 µM; AH1F fibroblasts, Alexa488-fibronectin deposition fluorescence, overnight;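 active = mean inhibition across replicates of 30% or more, regardless of how many single replicates reach that level; inconclusive = mean under 30% yet at least half of replicates reach 30%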;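 note: positive control wells lacked labelled fibronectin entirely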
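Material: AH1F fibroblasts assembling fluorescent fibronectin matrix; amount: 10000 AH1F cells/well; medium: DMEM, 2% serum; reagent: Alexa488-fibronectin, 24 nM final in well; dosing: single compound dose, delivered by pin transfer; incubation: 1 h adhesion, overnight exposure; detection: fluorescence after three HBSS washes, excitation 485 nm, emission 525 nm; measure: fibronectin deposition inhibition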
EWS-Fli block: EWS/Fli transcriptional activity inhibition; A673 NR0B1-luciferase reporter, viability-normalised; inhibition, % at 12.6 µM; hit rate 0.67% among 350,000;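 active = mean inhibition of at least 50% after viability correction, with every replicate also passing that limit; inconclusive = mean reaches 50% but only one of two replicates passes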;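 note: firefly luciferase signal divided by Alamar Blue viability fluorescence both relative to DMSO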
S100A4 inh HTS: inhibitors of human S100A4 binding to myosin IIA peptide | P26447 | inhibition, % at 10.7 µM | S100A4/TAMRA-MyoIIA peptide fluorescence polarization | hit rate 0.14% among 360,000;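 active = mean inhibition of at least 70% across replicates, with every replicate also reaching that level; inconclusive = mean inhibition reaches 70% but some replicates fall short; inactive = mean inhibition below 70%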
Target sequence (P26447 whole entry, looked up): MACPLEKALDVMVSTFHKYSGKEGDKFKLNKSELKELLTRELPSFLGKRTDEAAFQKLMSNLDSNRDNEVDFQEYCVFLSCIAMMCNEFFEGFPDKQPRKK
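Compound dosing: one dose per compound; test system: human S100A4 monomer with TAMRA-labelled myosin IIA peptide; probe or stimulus: TAMRA-labelled myosin IIA heavy-chain peptide probe, 5 nM; medium: HEPES buffer with Ca2+, pH 7.2; schedule: 5 min incubation before reading; benchmarks: neutral control DMSO, positive control TFP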
RAD52 inh: blocks human RAD52 DNA annealing; hit rate 0.46% among 360,000; recombinant RAD52 DNA annealing, FRET fluorescence; P43351; inhibition, % at 18.7 µM;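 active = every replicate showing at least 50% inhibition; inconclusive = mean inhibition at least 50% but not in every replicate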
Target sequence (P43351 whole entry, looked up): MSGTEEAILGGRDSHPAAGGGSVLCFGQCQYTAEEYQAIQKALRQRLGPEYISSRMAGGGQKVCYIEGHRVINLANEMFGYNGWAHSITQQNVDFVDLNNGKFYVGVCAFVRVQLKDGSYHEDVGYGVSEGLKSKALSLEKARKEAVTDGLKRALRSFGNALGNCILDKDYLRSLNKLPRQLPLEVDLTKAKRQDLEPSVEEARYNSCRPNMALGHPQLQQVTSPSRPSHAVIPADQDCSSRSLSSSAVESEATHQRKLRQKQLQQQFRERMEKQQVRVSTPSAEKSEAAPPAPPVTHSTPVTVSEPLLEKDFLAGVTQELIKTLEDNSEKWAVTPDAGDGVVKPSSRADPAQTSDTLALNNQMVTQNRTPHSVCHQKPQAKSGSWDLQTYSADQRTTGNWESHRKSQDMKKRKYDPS
RAD54 branch: inhibitors of human RAD54 branch migration; AID 602329; RAD54 Holliday junction branch migration, FAM/BHQ fluorescence; inhibition, % at 10.4 µM; Q92698; hit rate 0.14% among 360,000;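 active = mean normalized replicate activity at least 40 and at least half of replicates scoring 40 or more; inconclusive = only one of the two criteria met; inactive = mean below 40 and under half of replicates reaching 40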;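 note: 0% = median of neutral control wells and 100% = median of positive control wells; inhibitors cause a drop in the FAM fluorescence signal; in these data hits start at about 50%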
Xi reactivation: reactivates the inactive X chromosome in mouse fibroblasts; XiGFP mouse fibroblasts, % GFP-positive cells imaging, 3 d; cells co-treated with 5-aza-dC sensitizer; scaled so ellipticine positive control = 100%; activation, % at 7.58 µM; hit rate 0.055% among 360,000; AID 743238;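 active = mean normalized replicate activation at least 10% and every replicate at or above 10%; inconclusive = only one of the two criteria met; inactive = mean below 10% and not all replicates reach 10%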;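 note: 0% = median of on-plate neutral control wells and 100% = ellipticine 6 µM median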
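Schedule: 3 d treatment, 15 min room-temperature fixation; system: 68-5-11 XiGFP fibroblast line; buffer or medium: DMEM plus 5-aza-dC sensitizer; control set: ellipticine 6 µM positive control; compound: one concentration, pinned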
* hit, by the source's call; ? = inconclusive; / = no result given.

SMILES	E-sel inducer	esBAF inh	FN deposit inh	EWS-Fli block	S100A4 inh HTS	RAD52 inh	RAD54 branch	Xi reactivation
COc1ccc2c3c(n(C)c2c1)[C@H](CO)N(C)CC31CCN(C(=O)CN2CCOCC2)CC1	-0.3	/	6	2	-5	-21	/	0.0
O=C(CSc1ncnc2c1cnn2-c1ccccc1)NC1CCCC1	-0.7	/	-2	-12	3	-17	/	-0.1
C[C@H]1CN([C@@H](C)CO)C(=O)c2cccc(NC(=O)Nc3cccc4ccccc34)c2O[C@@H]1CN(C)S(=O)(=O)c1cccs1	0.0	-1	2	1	2	20	-2	1.2
Cc1[nH]ncc1-c1ccccc1Cl	0.7	/	4	3	-3	0	-4	0.0
CO[C@H](CN(C)C(=O)c1ccc2c(c1)OCO2)[C@H](C)CN([C@@H](C)CO)S(=O)(=O)c1ccc(C)cc1	0.0	-6	-4	-10	1	4	5	0.1
Cc1ccccc1OCCCN1CCC(C(O)(c2ccccc2)c2ccccc2)CC1	-0.1	/	10	10	-10	3	/	0.2
COC(=O)c1cncn1Cc1ccccc1	-0.2	-13	0	1	3	-18	-3	0.0
N#C[C@@H]1[C@H](c2ccc(C#CC3CCCCC3)cc2)[C@H](CO)N1C(=O)Nc1ccc(F)cc1	-0.1	/	-6	-1	-2	-40	/	0.5
COCC(=O)N(C[C@@H]1N[C@H](CO)[C@H]1c1ccc(C2=CCCC2)cc1)C(C)C	0.0	0	-7	11	/	/	5	-0.1
O=C(C[C@H]1C[C@@H]2c3cc(NC(=O)C4CCC4)ccc3O[C@@H]2[C@H](CO)O1)NCC1CC1	0.4	-4	-2	-1	3	-12	-3	0.0
CCOC(=O)C[C@H]1c2cc(F)ccc2S(=O)(=O)N1Cc1ccc(OC)cc1	0.9	/	-1	-3	/	/	-12	0.0
Fc1ccccc1N1CCN(C(c2ccnc3ccccc23)c2nnnn2-c2ccc3c(c2)OCCO3)CC1 (stereo unspecified)	-0.5	/	-11	5	7	-19	/	0.1
COC(=O)c1ccc(NC(=O)CCc2nnc3ccc(NCc4ccco4)nn23)cc1	/	-3	-7	/	-1	-28	-16	0.0
O=S(=O)(N[C@H]1CC[C@@H](CCn2cc(-c3cccnc3)nn2)O[C@@H]1CO)c1ccc(Cl)cc1	0.2	6	-9	8	53	-2	-11	0.0
CCOc1ccccc1OCCC(=O)NNC(=O)Cn1nc(C)cc1C	2.3	/	-5	3	-13	-4	16	0.0
CCN(CC(=O)Nc1c(F)cccc1F)C(=O)c1ccc2ccccc2n1	/	/	8	-7	4	-3	/	0.4
C[C@@H]1CN([C@@H](C)CO)C(=O)c2cc(NC(=O)NC3CCCCC3)ccc2O[C@@H]1CN(C)Cc1ccc(Cl)c(Cl)c1	0.2	-6	10	-8	4	-2	1	0.3
C[C@@H]1CN([C@H](C)CO)C(=O)c2cccc(NC(=O)Nc3ccc4c(c3)OCO4)c2O[C@@H]1CN(C)S(C)(=O)=O	-0.1	-2	2	1	3	9	1	0.4
COc1cccc(/C=C2\SC(=O)N(CC(=O)NC3C=CS(=O)(=O)C3)C2=O)c1 (stereo unspecified)	/	5	1	/	0	-35	-7	0.2
C[C@@H]1CCCCO[C@@H](CN(C)S(=O)(=O)c2cccs2)[C@H](C)CN([C@@H](C)CO)C(=O)c2cc(NC(=O)Cc3ccccc3)ccc2O1	-0.3	11	/	-1	/	/	0	0.1
COc1cccc(C#Cc2ccc3c(c2)O[C@@H](CN(C)C(C)=O)[C@@H](C)CN([C@H](C)CO)S3(=O)=O)c1	-0.3	-5	3	-6	-7	0	-2	-1.0
COc1ccc(CNC(=O)C[C@H]2C=C[C@@H](NC(=O)c3cccc(F)c3)[C@H](CO)O2)cc1	-0.2	2	10	-3	2	1	4	0.0
O=C(C[C@@H]1CC[C@@H]2[C@H](COC[C@@H](O)CN2S(=O)(=O)c2ccc(F)cc2)O1)NCC1CC1	0.0	-6	-3	-1	2	-2	-20	0.2
Cc1ccc2nc(N3CCN(CCO)CC3)nc(-c3ccccc3)c2c1	?	-2	0	8	-5	16	22	0.2
COC(=O)c1cc(C)nc2c1c(C)nn2-c1ccccc1	/	-2	5	7	-5	-9	-10	-0.1
SMILES	E-sel inducer	esBAF inh	FN deposit inh	EWS-Fli block	S100A4 inh HTS	RAD52 inh	RAD54 branch	Xi reactivation
CCN(CC)C(=O)CN1CCC(c2nc3cc(C)c(C)cc3[nH]2)CC1	0.0	1	-4	-6	-18	-32	10	0.4
Cc1ccc(S(=O)(=O)CCC(=O)Nc2sccc2C(N)=O)cc1	-2.3	15	-1	0	-5	-19	-2	-0.1
O=C(CSc1ccc(Cl)cc1)Nc1nnc(-c2ccco2)o1	-0.2	-5	4	-1	-16	-19	3	0.0
CCOC(=O)N1CCN(C(=O)c2ccc(N3CC4CC(C3)c3cccc(=O)n3C4)c(NC(=O)c3ccc(F)cc3)c2)CC1 (stereo unspecified)	/	8	-9	0	-3	-6	6	0.0
Cc1ccc(S(=O)(=O)N(C)C[C@H]2Oc3ccc(NC(=O)Nc4ccc(F)cc4)cc3C(=O)N([C@H](C)CO)C[C@H]2C)cc1	0.4	0	/	13	-5	1	-4	-1.0
COC(=O)[C@@]1(Cc2ccc(F)cc2)[C@H]2c3cc(C(=O)N4CCCC4)n(Cc4ccc(Cl)c(C(F)(F)F)c4)c3C[C@H]2CN1C(=O)c1ccccc1	-0.1	/	-2	2	-2	-24	/	0.1
CC(C)N(Cc1ccccc1)C(=O)COC(=O)c1cnc(Cl)c(Cl)c1	1.1	-6	1	6	2	6	3	-0.1
COc1ccccc1/C=C/C(=O)OCC(=O)Nc1c(C)nn(-c2ccccc2)c1C	-0.7	-3	/	-8	2	-11	14	0.5
N#C[C@@H]1[C@@H](c2ccc(C#Cc3ccccc3F)cc2)[C@@H](CO)N1C(=O)c1cccnc1	-0.1	-5	1	-25	-2	7	-13	0.0
COc1ccc(N2C(=O)/C(=C3/C=CC=CN3C)SC2=S)cc1	/	/	-5	4	-10	-5	/	0.3
CCCNC(=O)Nc1ccc2c(c1)OC[C@@H](C)N(C(=O)CC)C[C@@H](C)[C@@H](OC)CN(C)C2=O	0.3	-1	/	0	2	11	0	0.2
CCCc1nc2ccc(N)cc2c(=O)n1Cc1ccccc1Cl	/	15	-1	-30	-3	-7	0	0.2
CC1CCCC(C)N1C(=O)COC(=O)C1CCN(S(=O)(=O)c2c(Cl)cccc2Cl)CC1 (stereo unspecified)	0.2	-1	/	-1	-11	-6	3	0.1
O=C1NC(=O)C(c2ccccc2)N1 (stereo unspecified)	0.3	-5	-4	4	-3	-8	-8	-0.1
CN(CCCC(=O)Nc1ccccc1)S(=O)(=O)c1ccc(Cl)cc1	-0.1	-5	/	4	-2	-6	3	0.0
CCc1nc2ccc(C(=O)N(CC)CCN(C)C)cn2c1N(C)Cc1ccc(OC)cc1	0.1	5	/	1	-1	-5	-2	0.0
O=C(Nc1nc([C@@H]2O[C@H](CO)[C@@H](O)[C@H](O)[C@H]2O)cs1)NC(c1ccccc1)c1ccccc1	/	-1	-9	-7	1	-14	-7	0.0
Cc1cccc(C(=O)N2CC(=O)Nc3ccc(F)cc3C2c2ccc(F)cc2)c1 (stereo unspecified)	-0.1	-3	-6	3	-20	-8	-2	0.0
Cc1ccc(S(=O)(=O)Nc2ccc3c(c2)C(=O)N([C@@H](C)CO)C[C@H](C)[C@H](CN(C)C(=O)Cc2ccccc2)OCCCC[C@@H](C)O3)cc1	/	-1	0	-3	-9	37	-2	0.2
OCCCNc1nc(-c2ccc(Cl)cc2)nnc1-c1ccccc1	/	24	-3	/	/	/	-18	0.0
O=C1c2ccc(Oc3ccc([N+](=O)[O-])cc3)cc2C(=O)N1CCCO	/	0	-11	4	-4	-2	6	0.0
c1ccc2c(NC3C4CC5CC(C4)CC3C5)nc(N3CCOCC3)nc2c1 (stereo unspecified)	/	/	/	36	3	0	/	0.0
Cc1cccc(-n2cnc(C(=O)N3CCN(C)CC3)c2)n1	-0.5	17	-4	-4	24	-3	6	0.0
O=C(Nc1ccc2c(c1)OCO2)Nc1ccc(F)cc1F	-0.2	30	0	-96	-6	-13	-1	-0.1
O=C(C[C@H]1CC[C@H](NS(=O)(=O)c2ccc(F)cc2)[C@H](CO)O1)NCCN1CCCCC1	-1.6	1	/	-1	-14	6	2	-0.2

Compound profiles (already shown). Values in the order: E-sel inducer, esBAF inh, FN deposit inh, EWS-Fli block, S100A4 inh HTS, RAD52 inh, RAD54 branch, Xi reactivation
CCN(CC)C(=O)CN1CCC(c2nc3cc(C)c(C)cc3[nH]2)CC1 is listed as 0.0, 1, -4, -6, -18, -32, 10, 0.4
CCCNC(=O)Nc1ccc2c(c1)OC[C@@H](C)N(C(=O)CC)C[C@@H](C)[C@@H](OC)CN(C)C2=O is listed as 0.3, -1, /, 0, 2, 11, 0, 0.2
O=C(Nc1ccc2c(c1)OCO2)Nc1ccc(F)cc1F is listed as -0.2, 30, 0, -96, -6, -13, -1, -0.1
N#C[C@@H]1[C@@H](c2ccc(C#Cc3ccccc3F)cc2)[C@@H](CO)N1C(=O)c1cccnc1 is listed as -0.1, -5, 1, -25, -2, 7, -13, 0.0
Cc1ccc(S(=O)(=O)CCC(=O)Nc2sccc2C(N)=O)cc1 is listed as -2.3, 15, -1, 0, -5, -19, -2, -0.1

Next section:
SMILES	E-sel inducer	esBAF inh	FN deposit inh	EWS-Fli block	S100A4 inh HTS	RAD52 inh	RAD54 branch	Xi reactivation
O=C(NCc1nnc(SCC(=O)N2CCCC2)o1)c1c(F)cccc1F	/	-10	1	5	0	-2	-6	0.0
COc1ccccc1NC(=O)N1CCN(C(=O)c2ccco2)CC1	2.0	-3	6	2	-1	-6	-5	-0.2
COc1ccc2cc(C(C)C(=O)Nc3cccc(S(=O)(=O)N(C)C)c3)ccc2c1 (stereo unspecified)	0.7	1	4	18	-2	-11	-7	0.3
COc1cccc(-c2ccc([C@@H]3[C@H](CO)N4C(=O)CN(C(=O)c5ccncc5)C[C@@H]34)cc2)c1	-0.1	/	/	/	5	-19	/	0.2
C[C@@H]1CN([C@@H](C)CO)C(=O)c2cccc(N(C)C)c2O[C@H]1CN(C)Cc1ccc(Oc2ccccc2)cc1	/	-4	-7	-10	17	-6	5	-1.1
Cc1ccc(S(=O)(=O)c2cnc(-c3ccccc3)nc2N2CCN(C)CC2)cc1	/	/	15	19	-2	-1	/	0.0

Rows are unselected (roughly 3% active in at least one column).
